# From PubChem
# PKA-R1A act: PKA-R1A complex activation | P00514+P68181 | PKA-R1A dissociation, Cy5-IP20 fluorescence polarization; scaled: DMSO 0%, 113 µM cGMP 100% | activation, % at 11.4 µM | hit rate 0.083% among 340,000;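 active means percent activation above the mean of all tested compounds plus 3 SD, cut at about 19% in these data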;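 further: higher means more PKAc released from R1A so a rise in polarization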
# Arrestin-AP2 inh: human beta-arrestin and AP2 interaction inhibition | FITC-arrestin peptide / GST-AP2 beads, flow cytometry; AP2 beta2 appendage carries R879A mutation | inhibition, % at 10 µM | hit rate 0.31% among 340,000 | AID 504490;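 active means inhibition above a set limit, near 3 SD of compounds lacking own fluorescence, cut at about 54% in these data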;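 further: plate controls were DMSO wells for no effect and 5 µM unlabelled arrestin peptide for full effect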
#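 Material – AP2 appendage R879A on GSH beads · Buffer or medium – PBS with 0.05% Tween 20 and 0.1% BSA · Probe or stimulus – fluorescein-tagged arrestin peptide at 50 nM final · Incubation – compound with beads 12 min RT, then probe 1 h RT · Detection – high-throughput flow cytometry of beads, ex 488, em 535 nm · Evaluation – percent response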
# NSD2 inh: blocks human histone methyltransferase NSD2; NSD2 peptide methylation, AlphaScreen, 120 min; inhibition, % at 12.5 µM; hit rate 0.54% among 310,000; O96028; in the data active means inhibition above about 50%
# SR-BI uptake up: SR-BI HDL lipid transfer activation | hit rate 0.096% among 320,000 | activation, % at 12.5 µM | CHO ldlA[mSR-BI] cells, DiI-HDL uptake fluorescence, 3 h; 100 = double the neutral-control signal;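 active means mean replicate activation of at least 60% and every replicate at or above 60%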;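 further: 0% = median plate neutral-control signal and 100% = twice that signal; values of inactives mirror those of a sister screen read the other way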
#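 system = CHO ldlA[mSR-BI] cells, LDL receptor-null, SR-BI overexpressing | medium = Ham's F12 with 0.5% BSA, HEPES 25 mM, pH 7.4 | probe or stimulus = DiI-HDL 10 µg/mL | compound dosing = single-point compound dose | incubation = compound exposure 3 h, 37 °C | technique = DiI fluorescence, bottom read | read-out = cell-associated DiI fluorescence as measure of HDL uptake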
# CDK5 p35 inh: CDK5/p35 (human) kinase inhibition. Q00535+Q15078. AID 488839. Recombinant CDK5/p35, ADP-Glo luminescence, 60 min. inhibition, % at 10 µM. hit rate 0.01% among 330,000;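 active means highest replicate inhibition of at least 50% and at least 75% of replicates reaching 50%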;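 further: plate controls were DMSO neutral control for no effect and GW8510 at 10 µM for full effect; many of its hits are not listed in these tables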
# dFosB act: activators of mouse delta FosB homodimer; activation, % at 25 µM; hit rate 0.99% among 340,000; purified delta FosB, TAMRA-CDK5 oligo fluorescence polarization; percent of positive-control signal above neutral wells;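 active means mean activation above about 17%, with every replicate also reaching it, limit read from the data, passing the limit was not always enough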;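 further: fluorescence polarization rise as delta FosB binds a TAMRA Cdk5 AP-1 oligo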
# Target sequence (P13346 whole entry, looked up): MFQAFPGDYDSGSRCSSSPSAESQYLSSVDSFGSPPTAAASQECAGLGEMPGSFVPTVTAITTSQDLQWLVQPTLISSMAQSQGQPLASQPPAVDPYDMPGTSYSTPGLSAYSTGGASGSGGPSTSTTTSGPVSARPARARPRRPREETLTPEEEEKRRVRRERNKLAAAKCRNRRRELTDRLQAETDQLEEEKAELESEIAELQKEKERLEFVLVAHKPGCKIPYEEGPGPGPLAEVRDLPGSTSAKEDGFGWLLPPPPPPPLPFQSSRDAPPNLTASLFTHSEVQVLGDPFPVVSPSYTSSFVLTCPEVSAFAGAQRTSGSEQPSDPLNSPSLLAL
# PKA-R2B act: activators of human PKA-R2B complex; PKA-R2B holoenzyme dissociation, Cy5-IP20 fluorescence polarization; R2B truncated from residue 108, S112A mutant; 0% DMSO only, 100% 113 µM cGMP; activation, % at 11.4 µM; P22694+P31323; AID 504700; hit rate 0.079% among 340,000;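 active means activation above a cutoff set at the mean over all compounds plus 3 SD, cut at about 18% in these data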;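 further: higher means more holoenzyme dissociation and a rise in polarization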
# Target sequence (P31323 whole entry, looked up, other chains not shown, the tested form may be a part): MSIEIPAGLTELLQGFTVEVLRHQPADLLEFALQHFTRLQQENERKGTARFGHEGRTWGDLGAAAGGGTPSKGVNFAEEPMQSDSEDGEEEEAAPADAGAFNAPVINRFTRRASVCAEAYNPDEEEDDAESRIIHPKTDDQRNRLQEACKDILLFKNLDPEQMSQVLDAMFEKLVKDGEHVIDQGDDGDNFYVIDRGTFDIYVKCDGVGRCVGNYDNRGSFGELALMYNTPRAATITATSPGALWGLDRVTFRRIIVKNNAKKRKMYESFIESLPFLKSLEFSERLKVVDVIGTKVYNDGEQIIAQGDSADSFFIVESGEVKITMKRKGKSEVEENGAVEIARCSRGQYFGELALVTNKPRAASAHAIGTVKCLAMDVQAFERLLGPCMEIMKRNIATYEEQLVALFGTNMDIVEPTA
# MITF TRPM1 HTS: increases MITF-driven TRPM1 promoter luciferase signal; SK-MEL-5 TRPM1-promoter luciferase, 24 h; % of positive control, neutral wells = 0; activation, % at 12.5 µM; hit rate 0.75% among 300,000;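 active means mean activation of at least 80% with every replicate also reaching 80%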;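 further: 0% = neutral control wells and 100% = parthenolide positive control wells; values of inactives mirror those of a sister screen read the other way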
# Pemphigus Ab inh: inhibitors of pemphigus antibody binding to human desmoglein-3; DSG3-coupled beads, scFv-anti-DSG3-GFP binding, flow cytometry; stronger effect = lower value; binding (percent of control), % at 10 µM; hit rate 0.48% among 310,000; AID 588358;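 active means binding more than 3 SD below its plate's average and above zero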; further: some compounds called inactive have numbers as strong as hits
# Mot1-301 SUMO: blocks SUMOylation pathway, rescuing yeast Mot1-301 growth | S. cerevisiae Mot1-301 growth rescue, ATP luminescence, 38.5C; percent above DMSO median, 100 means doubled | growth rescue, % at 18.8 µM | hit rate 1% among 320,000 | AID 2716;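 active means every valid replicate shows activation above 250% relative to neutral control wells; inactive means the rest, any valid replicate at or below 250%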;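 further: OY570 slx delta 5 strain wells were the positive control but not used for scaling; some compounds called inactive have numbers as strong as hits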
# SR-BI DiI inh: mouse SR-BI HDL lipid transfer inhibition; ldlA[mSR-BI] CHO cells, DiI-HDL uptake fluorescence, 3 h; AID 488896; hit rate 0.96% among 320,000; Q61009; inhibition, % at 12.5 µM;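 active means mean replicate inhibition of at least 70% and a set share of replicates each scoring 70 or more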;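 further: 0% = median of neutral control wells and 100% = median of positive control wells; values of inactives mirror those of a sister screen read the other way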
# An asterisk follows results filed as active; i = inactive; . = not tested or not shown.
SMILES,PKA-R1A act,Arrestin-AP2 inh,NSD2 inh,SR-BI uptake up,CDK5 p35 inh,dFosB act,PKA-R2B act,MITF TRPM1 HTS,Pemphigus Ab inh,Mot1-301 SUMO,SR-BI DiI inh
COc1ccc(C2CC2/C(C)=N/OC(=O)C2CC2)cc1 (centres undefined),-22,14,-3,-18,-1.1,1,-19,8,98,-21,18
CC(C)CN1C(=O)c2ccc(C(=O)Nc3ccncc3)cc2C1=O,-8,3,2,0,0.0,5,4,-1,102,-4,0
Cc1noc(C)c1C(=O)OCC(=O)NCCc1ccccc1,6,-1,-3,21,0.3,-3,2,-5,105,-3,-21
COc1ccc(N2CCN(C(=O)COC(=O)CCOc3cc(C)ccc3C)CC2)cc1,-2,-7,0,4,-6.4,-12,4,0,97,13,-4
CC(=O)N1c2ccc(S(=O)(=O)N3CCC(C(=O)NCc4ccccc4Cl)CC3)cc2CC1C (centres undefined),-9,-3,8,-10,0.0,-7,-12,-9,.,-3,10
CCOc1ccc(S(=O)(=O)N/N=C2/CCCC(=O)C2)cc1,8,10,-5,34,-1.0,1,3,8,99,-6,-34
COc1ccc(CCN(C)C(=O)CNC(=O)Cc2cccc3ccccc23)cc1OC,-8,-6,0,1,-3.3,3,9,-6,105,-26,-1
O=C(Nc1ccc([N+](=O)[O-])cc1)c1ccccc1F,6,2,-1,-6,0.1,-9,-7,69,108,-12,6
Cc1c(C(=O)N2CCN(Cc3cccs3)CC2)oc2ccccc12,-16,0,0,-5,-2.7,-4,-6,6,110,4,5
Cc1ccccc1OCC(=O)N(Cc1cccs1)C1CCS(=O)(=O)C1 (centres undefined),6,18,0,10,-0.5,-2,6,.,.,12,-10
CCOc1cc(C(=O)Nc2ccc(N3CCN(S(C)(=O)=O)CC3)cc2)cc(OCC)c1OCC,0,0,-1,-46,-0.4,-14,-6,11,104,18,46
N=c1oc2ccccc2cc1C(=O)Nc1cccc(F)c1,-7,2,2,-14,-1.3,-8,11,6,118,-4,14
CCC1(CC)C(=O)NC(=S)N=C1N,-3,-3,-3,7,0.0,4,2,9,.,.,-7
CC(C)Cc1nc2c(nnn2Cc2ccccc2F)c(=O)[nH]1,4,-3,-2,.,-0.7,-15,-9,0,125,-2,.
Cc1cc(C(=O)CN2C(=O)NC3(CCCCC3C)C2=O)c(C)n1Cc1cccs1 (centres undefined),4,16,1,-5,2.2,1,-12,92*,90,-2,5
CCc1nnc(N/N=C/c2ccc(N3CCC(C)CC3)c([N+](=O)[O-])c2)n1N,-11,.,.,5,-0.5,-5,-9,8,106,49,-5
C=CCn1c(SCC(=O)c2ccc(F)cc2)nnc1-c1ccc2c(c1)OCO2,-16,32,3,11,0.6,-5,-8,-7,102,84,-11
CCCCN(C(=O)CNC(=O)c1ccco1)C(C(=O)NC1CCCCC1)c1cccnc1 (centres undefined),-2,-1,-3,7,0.6,-9,-4,-2,104,212,-7
O=C(COc1ccc(F)cc1)Nc1ccc2c(c1)OCCO2,9,-7,-1,1,1.3,-4,4,66,112,-7,-1
CCCNC(=O)COc1cccc(C(=O)NCc2ccccc2)c1,4,13,-1,5,1.3,-3,-1,-11,109,-3,-5
CC(C)C(=O)N(Cc1cc(=O)[nH]c2ccccc12)c1ccccc1,9,53,1,10,-0.9,-13,6,12,107,3,-10
COc1ccc(C)cc1NC(=O)c1ccc(-c2ccc(C(C)=O)cc2)o1,0,0,.,-21,-0.2,-6,-5,11,113,-23,21
COCCN=C1OC(=O)N2C(=O)C3=C4[C@@H](C[C@H]5C(=O)N(c6ccccc6)C(=O)[C@H]5[C@H]4[C@@]12Cc1ccccc1)[C@H]1C(=O)N(c2ccccc2)C(=O)[C@H]1[C@H]3C,0,0,.,25,-5.8,0,-4,2,105,-10,-25
COc1ccc(C(=O)Nc2ccc(NC(=O)Cc3ccccc3)cn2)cc1,9,13,0,-22,1.1,1,2,-6,102,24,22
COc1ccccc1CC(=O)Nc1ccc2c(C)cc(=O)oc2c1,-3,-3,-1,-19,-0.8,-14,6,.,111,-24,19
COc1cc(CNc2ccc(N3CCOCC3)cc2)cc(Br)c1OC,-8,.,14,-10,-0.8,-13,3,-4,98,-3,10
Cc1cccc2c1OCC/C2=N\NC(=O)COc1ccccc1,-12,-3,2,44,0.0,-2,-1,60,108,4,-44
CC(Sc1ccccn1)C(=O)Nc1ccc2c(c1)OCO2 (centres undefined),10,1,3,8,-1.0,-2,15,.,99,-7,-8
Clc1ccc2nc(-c3cccc(SC4CCCCC4)c3)c(NCc3ccccc3)n2c1,-7,3,.,-43,1.2,-4,-9,4,109,-16,43
Cc1ccc(Nc2nnc(SCC(=O)NCCN3C(=O)CSC3=O)s2)cc1C,-8,1,-1,-10,0.6,-11,3,-2,90,.,10
O=C(CCc1c[nH]c2ccccc12)N1CCN(c2ccc(F)cc2)CC1,-16,3,5,12,-0.9,-7,-6,-3,106,64,-12
O=C(NCCc1ccc(C(F)(F)F)cc1)C1CC(=O)N(Cc2ccccc2)C1 (centres undefined),-18,-5,-10,9,-0.6,-2,3,6,.,-7,-9
Cc1ccc2c(Cl)cc(Cl)c(O)c2n1,-11,-1,-3,5,0.7,4,-2,-70,97,.,-5
CCOc1ccc(NC(=NCc2ccc3c(c2)OCO3)SC2CC(=O)N(c3ccc(C(=O)O)cc3)C2=O)cc1 (centres undefined),-6,8,2,4,-0.9,-15,-2,4,97,5,-4
O=C(Nc1ccccc1Oc1ccccc1)c1cccs1,3,1,-5,5,-0.3,-2,6,6,87,4,-5
Cc1cc(OC(C)C(=O)NCCc2c[nH]c3ccccc23)c2c(C)cc(=O)oc2c1 (centres undefined),1,-3,.,1,1.4,-5,-2,5,.,2,-1
c1coc(-c2nc(-c3ccco3)c(-c3ccco3)nc2-c2ccco2)c1,15,51,149*,12,1.4,-12,3,-5,88,-12,-12
CCNc1nc(NCC)n2c(SCC(=O)Nc3ccccc3C(F)(F)F)nnc2n1,-6,3,3,3,0.4,-5,9,3,98,-2,-3
CCn1c(SCC(=O)c2ccccc2)nnc1-c1ccoc1C,-9,1,3,-9,-1.4,-3,-1,13,104,-14,9
O=C(C1CCCCN1S(=O)(=O)c1ccccc1)N1CCN(Cc2ccccc2)CC1 (centres undefined),-10,-1,2,4,0.0,-11,1,-7,101,4,-4
CC(C)Cc1nc2oc3c(NCCCN4CCOCC4)ncnc3c2c2c1CCC2,7,15,7,11,-2.4,-39,1,-9,.,28,-11
CC1=C(C(N)=O)C(c2cccc(O)c2)n2nc(CCCO)nc2N1 (centres undefined),4,26,.,21,-1.7,-15,6,.,110,-9,-21
COc1ccccc1C1N(c2ccc(F)cc2)C(=O)C2CCCN21 (centres undefined),-7,3,-1,-1,-1.5,-2,-12,.,117,2,1
COc1cccc(-c2nc3ccccc3c(=O)n2NC(=O)c2cccnc2Cl)c1,1,-7,-4,11,0.0,5,-3,-3,85,-13,-11
Cc1ccc(NC(=O)CCC(=O)Nc2nnc(C3CCCCC3)s2)cc1,-14,5,0,4,0.7,4,-2,13,104,-3,-4

# No new results follow: 9 of the compounds above.
SMILES,PKA-R1A act,Arrestin-AP2 inh,NSD2 inh,SR-BI uptake up,CDK5 p35 inh,dFosB act,PKA-R2B act,MITF TRPM1 HTS,Pemphigus Ab inh,Mot1-301 SUMO,SR-BI DiI inh
O=C(CCc1c[nH]c2ccccc12)N1CCN(c2ccc(F)cc2)CC1,-16,3,5,12,-0.9,-7,-6,-3,106,64,-12
O=C(NCCc1ccc(C(F)(F)F)cc1)C1CC(=O)N(Cc2ccccc2)C1 (centres undefined),-18,-5,-10,9,-0.6,-2,3,6,.,-7,-9
Cc1ccc2c(Cl)cc(Cl)c(O)c2n1,-11,-1,-3,5,0.7,4,-2,-70,97,.,-5
CCOc1ccc(NC(=NCc2ccc3c(c2)OCO3)SC2CC(=O)N(c3ccc(C(=O)O)cc3)C2=O)cc1 (centres undefined),-6,8,2,4,-0.9,-15,-2,4,97,5,-4
O=C(Nc1ccccc1Oc1ccccc1)c1cccs1,3,1,-5,5,-0.3,-2,6,6,87,4,-5
Cc1cc(OC(C)C(=O)NCCc2c[nH]c3ccccc23)c2c(C)cc(=O)oc2c1 (centres undefined),1,-3,.,1,1.4,-5,-2,5,.,2,-1
c1coc(-c2nc(-c3ccco3)c(-c3ccco3)nc2-c2ccco2)c1,15,51,149*,12,1.4,-12,3,-5,88,-12,-12
CCNc1nc(NCC)n2c(SCC(=O)Nc3ccccc3C(F)(F)F)nnc2n1,-6,3,3,3,0.4,-5,9,3,98,-2,-3
CCn1c(SCC(=O)c2ccccc2)nnc1-c1ccoc1C,-9,1,3,-9,-1.4,-3,-1,13,104,-14,9

# (further entries)
SMILES,PKA-R1A act,Arrestin-AP2 inh,NSD2 inh,SR-BI uptake up,CDK5 p35 inh,dFosB act,PKA-R2B act,MITF TRPM1 HTS,Pemphigus Ab inh,Mot1-301 SUMO,SR-BI DiI inh
COCCN1CN=C(Nc2nc3ccccc3s2)NC1,1,-7,-1,3,-2.2,-7,-13,17,96,i,-3
O=C(CCCCCn1nnc2ccccc2c1=O)N[C@H](C(=O)O)c1ccccc1,1,11,-3,13,0.3,-6,2,-2,99,52,-13
O=C(NC1CCN(C(=O)Nc2cccc(F)c2)CC1)c1ccco1,-7,0,-6,-14,0.7,-2,2,5,120,4,14
COc1ccc2c(c1)C(=NNC(=O)c1ccccn1)c1cc(OC)ccc1-2,-8,-10,2,-9,-0.4,-17,11,1,81,8,9
Cc1ccc2nc(/C(C#N)=C\c3cc(C)n(-c4cccc([N+](=O)[O-])c4)c3C)[nH]c2c1,2,49,-1,-61,0.0,-3,5,2,83,-3,61
